Scp-1 inhibitor – Scp-1 (human) phosphatase inhibition; inhibition, % at 20 µM; 340,000 tested, 0.88% active; Q9GZU7; Recombinant Scp1, phosphopeptide, malachite green phosphate absorbance;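 active means inhibition above about 50% at 20 µM, limit read from the data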;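 further: plate controls were DMSO wells with enzyme for no effect and wells lacking enzyme for full effect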
Target sequence (Q9GZU7 76-261 limits assumed): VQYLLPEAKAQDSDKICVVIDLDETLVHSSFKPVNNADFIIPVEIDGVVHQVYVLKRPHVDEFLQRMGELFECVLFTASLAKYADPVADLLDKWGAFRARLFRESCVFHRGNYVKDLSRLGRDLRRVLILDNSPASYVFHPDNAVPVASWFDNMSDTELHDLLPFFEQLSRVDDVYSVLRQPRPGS
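System: truncated SCP-1 phosphatase (76-261aa); medium: Tris acetate buffer pH 5.5 with MgCl2 and Tween-20; incubation: 45 min room-temperature reaction, 5 min colour, 30 min stabiliser; compound: single 20 µM dose, 1% DMSO; reagent: Phosphorylated 17-residue peptide substrate; read-out: % inhibition at 20 µM; technique: colorimetric free-phosphate detection, absorbance 630 nm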
STEP inh – blocks human striatal-enriched tyrosine phosphatase. 360,000 tested, 0.25% active. AID 588621. inhibition, % at 20 µM. recombinant STEP, OMFP fluorogenic substrate, fluorescence;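 active means inhibition at 20 µM, scaled per plate between control wells, above about 37%, limit read from the data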;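 further: 0% = DMSO with enzyme and substrate and 100% = substrate only without enzyme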
Target sequence (P54829 whole entry, looked up): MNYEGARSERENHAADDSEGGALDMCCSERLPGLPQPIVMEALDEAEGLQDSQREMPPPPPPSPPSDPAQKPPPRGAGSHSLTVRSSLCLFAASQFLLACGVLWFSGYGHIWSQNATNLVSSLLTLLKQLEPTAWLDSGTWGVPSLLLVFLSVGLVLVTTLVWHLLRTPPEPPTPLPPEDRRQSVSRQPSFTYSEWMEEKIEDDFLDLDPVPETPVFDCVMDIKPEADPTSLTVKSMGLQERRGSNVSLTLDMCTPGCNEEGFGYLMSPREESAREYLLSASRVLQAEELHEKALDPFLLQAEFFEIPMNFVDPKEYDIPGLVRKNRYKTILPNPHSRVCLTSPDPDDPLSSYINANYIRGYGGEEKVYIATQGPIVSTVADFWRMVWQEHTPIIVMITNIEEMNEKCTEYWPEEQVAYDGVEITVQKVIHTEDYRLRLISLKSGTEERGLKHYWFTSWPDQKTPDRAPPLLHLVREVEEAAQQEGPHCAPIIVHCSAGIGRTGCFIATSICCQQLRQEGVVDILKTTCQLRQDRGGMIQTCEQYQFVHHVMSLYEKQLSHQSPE
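Assay system: isolated STEP enzyme / Timing: 20 min at room temperature, dark / Doses: 20 µM, 1% DMSO / Technique: fluorescence intensity, excitation 480 nm, emission 540 nm / Reagent: fluorogenic phosphatase substrate OMFP at 25 µM final / Measure: percent inhibition scaled to no-enzyme and uninhibited-enzyme controls, plate-pattern corrected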
Rpn11 block – inhibitors of human proteasome Rpn11 | O00487 | calls only at 20 µM | human 26S proteasome, Ub4-pepOG fluorescence polarization; 20S core pre-blocked with epoxomicin | 360,000 tested, 0.59% active;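 active means inhibition at 20 µM, scaled to each plate's controls, above about 33%, limit read from the data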
CSN inh – blocks human CSN-mediated cullin deneddylation; 360,000 tested, 0.38% active; AID 651999; Purified CSN, SCF-Nedd8-OG deneddylation, fluorescence polarization; inhibition, % at 12.5 µM;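 active means pattern-corrected inhibition above about 35%, with an unprinted fluorescence ratio check between 0.5 and 1.5, limit read from the data, passing the limit was not always enough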;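 further: 0% = enzyme with substrate and 100% = substrate without enzyme; some results filed as inactive read as strong as hits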
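Schedule: reaction 90 min, room temperature / Assay system: HEK293T-derived human Csn5 enzyme / Input: Csn5 at 0.24 nM final / Measure: inhibition of Csn5 cleavage, % / Control set: substrate-only high control, full reaction low control / Technique: fluorescence polarization of the substrate / Buffer or medium: Tris/NaCl/DTT buffer, pH 7.5 / Reagent: SCFSkp2-Nedd8OG substrate at 10 nM final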
SUMO1-SIM PPI – modulators of human SUMO1-mediated protein-protein interactions. inhibition, % at 20 µM. P63165. SUMO1 binding to a labelled peptide, TR-FRET, 1 h. AID 602429. 360,000 tested, 0.33% active; in the data active means inhibition above about 37%
Target sequence (P63165 whole entry, looked up): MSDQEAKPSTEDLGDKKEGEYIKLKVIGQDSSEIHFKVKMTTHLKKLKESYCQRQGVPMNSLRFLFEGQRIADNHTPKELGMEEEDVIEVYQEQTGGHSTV
MLLE-PAM2 inh – inhibitors of microRNA-mediated deadenylation, human PABP1 MLLE binding. inhibition, % at 20 µM. GST-MLLE / FITC-PAM2 fluorescence polarization. 360,000 tested, 0.36% active; in the data active means inhibition above about 35%, passing the limit was not always enough;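 further: plate controls were DMSO wells with GST-MLLE for no effect and wells lacking GST-MLLE protein for full effect; some results filed as inactive read as strong as hits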
TbMetRS inhib – Trypanosoma brucei MetRS inhibition. purified T. brucei MetRS, ATP depletion, Kinase-Glo luminescence. inhibition, % at 11.9 µM. 360,000 tested, 0.4% active. AID 624268;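 active means inhibition above a per-plate cutoff of the control wells' mean inhibition plus 3 SD, cut at about 5.5% in these data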;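 further: 0% = DMSO wells median and 100% = median of wells with control inhibitor compound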
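Assay system: T. brucei methionyl-tRNA synthetase, purified | Medium: HEPES buffer with MgCl2, KCl, DTT, spermine, BSA, pyrophosphatase | Compound: 11.9 µM single point | Incubation: 15 min enzyme-compound preincubation, 2 h reaction, 10 min detection, 25 °C | Measured by: Kinase-Glo luciferase luminescence reporting remaining unconsumed ATP | Measure: % inhibition normalized to control-well medians | Replication: Singlicate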
LMPTP inh – blocks human LMPTP phosphatase | inhibition, % at 20 µM | 360,000 tested, 0.22% active | recombinant LMPTP-A, OMFP fluorogenic substrate, fluorescence intensity;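 active means compounds that cut the enzyme signal by at least half of the control window in the single-dose screen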;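 further: plate controls were DMSO wells with enzyme plus substrate for no effect and substrate without enzyme for full effect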
Target sequence (P24666 whole entry, looked up): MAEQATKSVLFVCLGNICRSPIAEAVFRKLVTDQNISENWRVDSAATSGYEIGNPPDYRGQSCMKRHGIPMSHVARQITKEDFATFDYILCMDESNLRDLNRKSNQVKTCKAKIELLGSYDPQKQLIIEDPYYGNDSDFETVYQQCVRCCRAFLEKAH
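Material: LMPTP-A; amount: 0.625 nM enzyme; doses: single 20 µM dose; times: reaction 50 min, room temperature, dark; technique: fluorescence intensity of OMFP turnover product; benchmarks: no-enzyme and uninhibited controls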
NadD inh – NadD (S. aureus) enzyme inhibition; inhibition, % at 20 µM; purified NadD enzyme, colorimetric absorbance read-out; 360,000 tested, 0.78% active; AID 602399; in the data active means inhibition above about 26%; further: some compounds past the cut are filed as inactive
DNMT1 inh – inhibitors of human DNMT1 | DNMT1 molecular beacon, Hinp1I cleavage, fluorescence | inhibition (reported as % activation of signal), % at 10 µM | 360,000 tested, 0.83% active | AID 588458; in the data active means inhibition above about 50%
* = called active by the depositor; i = inactive; . = not tested or not shown.

SMILES	Scp-1 inhibitor	STEP inh	Rpn11 block	CSN inh	SUMO1-SIM PPI	MLLE-PAM2 inh	TbMetRS inhib	LMPTP inh	NadD inh	DNMT1 inh
Cc1c(C)c2ccc(OCC(=O)Nc3ccc(N4CCC(C)CC4)cc3)cc2oc1=O	3	-9	i	-7	6	-6	-0.3	-1.4	15	-1
O=C1c2ccccc2C(=O)N1CCC#Cc1ccc2cc(C3(O)CCCCC3)oc(=O)c2c1	-11	1	i	-3	-5	5	-0.2	0.9	-1	14
CCN(C[C@H]1N[C@@](CC)(C(=O)OC)[C@H]2C(=O)N(C)C(=O)[C@@H]12)C(=O)C1CCCCC1	8	3	i	-5	4	-1	-1.6	-3.0	-8	4
Cn1c(CN2CCOCC2)nnc1SCC(=O)NC1CCCCC1	3	-1	i	3	-4	22	-0.6	-1.3	0	3
Cc1cc(NC(=O)CSc2nnc(-c3c[nH]c4ccccc34)n2C)no1	-14	-2	i	-1	-2	-5	0.6	-2.2	-2	2
CC(c1ccccn1)N(CCN(C)C)C(=S)Nc1ccccc1F (stereo not drawn)	-4	1	i	2	0	35	-0.1	-7.0	0	13
O=C(Nc1ccc(Cl)cc1)N(C1=NCCC1)c1ccc(OC(F)F)cc1	2	-1	i	0	3	-8	0.0	1.1	0	-2
C/C(=N\Nc1nc2ccccc2[nH]1)c1cc2ccccc2o1	1	6	i	-1	-11	-13	0.1	0.7	5	-14
CCOc1cc(N2CCOCC2)c(OCC)cc1NC(=O)c1cccc(N(C)C)c1	1	1	i	3	3	6	-0.4	-1.1	4	-3
O=C(CN(Cc1ccccc1)C(=O)CCC(=O)Nc1nccs1)NCc1ccc(F)cc1	-1	1	i	-1	5	-4	-0.3	-0.3	-4	0
Cc1cc(C)n(S(=O)(=O)c2ccc3oc(=O)ccc3c2)n1	-3	-2	i	4	-5	14	-1.1	-1.1	-2	3
COc1ccc(N2C(=O)C(Cl)=C(Nc3ccccc3OC)C2=O)cc1	-12	0	i	-8	-22	9	0.0	2.2	-11	-1
CC(C)C[C@@H](N)c1nnc(SCC(=O)c2ccc(Cl)cc2)o1	0	2	i	3	-2	-5	-0.5	-3.0	-4	-4
CC(=O)Nc1cc2c(cc1Cl)-c1ccc(F)cc1C2O (stereo not drawn)	-4	1	i	-1	-24	-14	-0.2	-0.1	-2	2
CCCNC(=O)c1sc2c(c1C(=O)Nc1ccccn1)CCCC2	-11	2	i	-2	2	-12	0.1	0.9	-2	1
NC(c1csc(Nc2ccc(C(=O)NCCO)cc2)n1)C1CCCCC1 (stereo not drawn)	.	-2	i	-2	2	10	-0.1	-2.5	-1	-5
COc1ccc(-c2nc(O)c3cnccn23)cc1	-2	1	i	-6	-25	7	-0.7	-0.9	2	0
CCOc1c2ccccc2nn1CCO	4	2	i	1	-4	-10	-0.4	-0.8	-1	3
Cc1cc(OCC(=O)N[C@@H](Cc2c[nH]c3ccccc23)C(=O)O)c2c(C)c(C)c(=O)oc2c1	7	1	i	-5	3	9	-0.2	-0.4	1	2
Cc1[nH]c2ccccc2c1C(c1ccncc1)N1CCN(c2ccccn2)CC1 (stereo not drawn)	-2	1	i	1	-1	-2	-1.1	0.9	-3	-4
CCN(c1ccccc1)S(=O)(=O)c1c[nH]c2ccc([N+](=O)[O-])cc12	-8	-6	i	3	-18	-5	-0.4	1.0	2	-6
COC(=O)c1cc(Cl)c(NC(=O)/C=C/c2ccc(OC)c(OC)c2)cc1OC	-6	-2	i	1	14	1	-0.1	0.4	-10	-11
O=C1S/C(=C\c2ccccn2)C(=O)N1Cc1ccccc1F	6	3	i	3	-2	-114	0.1	-0.1	2	0
CC(C)(C)c1ccc(S(=O)(=O)NC(Cc2ccccc2)C(=O)O)cc1 (stereo not drawn)	-3	0	i	3	-4	12	0.1	1.0	-1	1
Cc1cccc(OCC(=O)NCCCNC(=O)c2cccnc2)c1	-8	0	i	4	2	-12	-0.6	-1.4	-5	-1
COc1ccc(-n2c(COc3ccc4c(c3)OCO4)nnc2SCC(=O)O)cc1	-1	2	i	9	1	-16	-0.3	-0.4	3	-2
CSc1ccc(/C=N/NC(=O)CNc2cccc3ccccc23)cc1	-9	0	i	-1	2	-7	0.1	1.8	18	-37
CCn1cc(Br)c(C(=O)Nc2ccc(F)c(Cl)c2)n1	-3	0	i	-2	0	-12	-0.8	0.0	-3	-3
CC(C)SC1=NC(C)(C)C=C(/C=C/c2c(Cl)cccc2Cl)N1	-10	-1	i	5	-1	-42	-0.5	2.9	0	-4
COc1cc(Cl)ccc1OCc1cc(C(=O)N2CCN(C)C(=O)[C@@H]2C)no1	.	4	i	1	1	-13	0.3	-0.6	2	2
COc1ccc2nc(SCC(N)=O)[nH]c2c1	-2	0	i	-8	1	-7	-1.1	0.4	1	0
CCOC1=C2[C@@H](CN(S(=O)(=O)c3ccc(C)cc3)[C@H]2c2cccc3ccccc23)[C@H]2C(=O)N(C3CCCCC3)C(=O)[C@H]2C1	.	2	i	-3	-4	-11	-0.4	2.3	12	-15
CC(C)C(=O)Nc1ccc(C=C2C=Cc3ccccc32)cc1	.	-1	i	0	-6	-11	-0.1	-1.0	-5	-4
O=c1c2ccccc2oc2cc(-c3ccc(CN4CCOCC4)cc3)ccc12	4	4	i	-1	-18	3	-0.3	4.1	-9	-3
Cc1sc2nc(COC(=O)c3ccc(O)cc3)[nH]c(=O)c2c1C	-7	-2	i	5	-2	-6	-0.1	0.7	-1	-3
CCc1cc(CNC(=O)c2ccc(OC3CCN(C(C)=O)CC3)c(OC)c2)on1	-11	-2	i	3	1	-10	-0.2	-1.0	-5	0
COc1cccc2c(=S)c(CCC(C)=O)c(C)[nH]c12	-5	1	i	-4	-8	7	0.7	0.6	4	-7
C=CCOc1ccc(/C=C/C(=O)OCC(=O)NCCc2ccccc2)cc1	-5	0	i	0	-8	-22	-0.5	-0.1	-6	-2
COC(=O)c1ccccc1S(=O)(=O)N(CCCN1CCOCC1)Cc1cccs1	0	-3	i	-3	-3	13	-0.7	-2.2	-6	0
Cc1cc(C)cc(OCCCC(=O)O)c1	-6	0	i	-1	-4	9	-0.3	-4.2	3	0

Compounds listed so far containing a thiophene ring, fused or not:
SMILES	Scp-1 inhibitor	STEP inh	Rpn11 block	CSN inh	SUMO1-SIM PPI	MLLE-PAM2 inh	TbMetRS inhib	LMPTP inh	NadD inh	DNMT1 inh
CCCNC(=O)c1sc2c(c1C(=O)Nc1ccccn1)CCCC2	-11	2	i	-2	2	-12	0.1	0.9	-2	1
Cc1sc2nc(COC(=O)c3ccc(O)cc3)[nH]c(=O)c2c1C	-7	-2	i	5	-2	-6	-0.1	0.7	-1	-3
COC(=O)c1ccccc1S(=O)(=O)N(CCCN1CCOCC1)Cc1cccs1	0	-3	i	-3	-3	13	-0.7	-2.2	-6	0

A different layout for part of the listing above.
Molecule,Scp-1 inhibitor,STEP inh,Rpn11 block,CSN inh,SUMO1-SIM PPI,MLLE-PAM2 inh,TbMetRS inhib,LMPTP inh,NadD inh,DNMT1 inh
CSc1ccc(/C=N/NC(=O)CNc2cccc3ccccc23)cc1,-9,0,i,-1,2,-7,0.1,1.8,18,-37
CCn1cc(Br)c(C(=O)Nc2ccc(F)c(Cl)c2)n1,-3,0,i,-2,0,-12,-0.8,0.0,-3,-3
CC(C)SC1=NC(C)(C)C=C(/C=C/c2c(Cl)cccc2Cl)N1,-10,-1,i,5,-1,-42,-0.5,2.9,0,-4

The listing continues:
SMILES	Scp-1 inhibitor	STEP inh	Rpn11 block	CSN inh	SUMO1-SIM PPI	MLLE-PAM2 inh	TbMetRS inhib	LMPTP inh	NadD inh	DNMT1 inh
C=CC[C@H](CC(=O)NCCO)C(=O)N[C@@H](COC(=O)[C@@H](CC=C)Cc1ccc(F)cc1)Cc1ccccc1	-18	-2	i	-4	-1	-10	-0.3	0.4	-7	4
CC(C)c1[nH]nc2c1C(c1ccc(OC(=O)c3ccco3)cc1)C(C#N)=C(N)O2 (stereo not drawn)	-5	-1	i	5	-2	-8	-0.3	-0.6	4	-6
O=C(c1ccc2c(=O)n(C3CCCC3)c(=S)[nH]c2c1)N1CCc2ccccc21	-4	-1	i	-4	-2	-57	-0.4	1.4	23	13
Cc1ccccc1OCc1nc2ccccc2c(=O)n1/N=C/c1cn[nH]c1-c1ccccc1	-4	-3	i	3	0	-8	-0.5	1.9	14	-5
CC(=O)c1cnn(-c2cc(Oc3cccc(C)c3)ncn2)c1C	-4	-2	i	-2	1	-2	0.0	-2.1	0	2
O=C(c1ccc(C(F)(F)F)cc1)C1CCCN(C(=O)Cn2cnnn2)C1 (stereo not drawn)	-5	-3	i	-5	1	-11	-0.5	-0.9	-6	3
O=C(Nc1ccc2c(c1)oc1ccccc12)c1cccnc1	-5	-3	i	4	0	6	-0.1	0.7	0	-3
Cc1cccc(NS(=O)(=O)c2ccc(NC(=O)CN(c3cc([N+](=O)[O-])ccc3C)S(C)(=O)=O)cc2)c1	-8	-5	i	0	-8	-1	-1.3	2.2	20	-29
CC(C)COC(=O)N1CCCCC1c1cc(C(=O)N2CCOCC2)no1 (stereo not drawn)	.	0	i	-4	0	7	-0.4	-0.4	0	3
CCOC(=O)/C(=N\Nc1ccccc1)c1csc(Nc2ccc(C)cc2)n1	4	-3	i	-1	-2	-4	1.0	3.5	6	-1
CCOC(=O)N1CCN(C(=O)CSc2ncccn2)CC1	-8	-2	i	-2	-5	16	-0.3	-0.8	3	3
COc1ccc(NS(=O)(=O)c2cccc(C(=O)NNC(=O)c3ccccc3O)c2)cc1	-15	-1	i	-5	3	7	-0.6	-0.9	-3	2
Cc1ccc(C(=O)NCCNC(=O)CN2CCCC2)cc1	0	2	i	-2	0	-13	-1.0	0.1	0	0
CCn1c(CNC(=O)c2ccc(Cl)cc2)nnc1SCC(=O)NC1=NCCS1	-5	-1	i	3	3	-16	0.1	-0.6	-3	2

High-throughput results (PubChem BioAssay)
